GRK2 aptamer HTS – human GRK2 inhibition via aptamer displacement; inhibition of aptamer binding, % at 10 µM; P25098; bead flow cytometry, FAM-aptamer displacement from GRK2; actives 0.59% (n = 330,000);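 active means inhibition of aptamer binding above 40%, roughly 3 SD of noise, on plates passing a quality check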;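 further: median bead fluorescence of bound FAM aptamer so fluorescent compounds give negative values; no value below 0 was filed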
VLA-4 inh – inhibition in a human VLA-4 binding assay; inhibition, % (about 7 µM as worked out from the volumes in the protocol); actives 0.2% (n = 330,000); VLA-4 expressing cells, ligand binding flow cytometry; P13612; in the data active means inhibition above about 50%
Target sequence (P13612 whole entry, looked up): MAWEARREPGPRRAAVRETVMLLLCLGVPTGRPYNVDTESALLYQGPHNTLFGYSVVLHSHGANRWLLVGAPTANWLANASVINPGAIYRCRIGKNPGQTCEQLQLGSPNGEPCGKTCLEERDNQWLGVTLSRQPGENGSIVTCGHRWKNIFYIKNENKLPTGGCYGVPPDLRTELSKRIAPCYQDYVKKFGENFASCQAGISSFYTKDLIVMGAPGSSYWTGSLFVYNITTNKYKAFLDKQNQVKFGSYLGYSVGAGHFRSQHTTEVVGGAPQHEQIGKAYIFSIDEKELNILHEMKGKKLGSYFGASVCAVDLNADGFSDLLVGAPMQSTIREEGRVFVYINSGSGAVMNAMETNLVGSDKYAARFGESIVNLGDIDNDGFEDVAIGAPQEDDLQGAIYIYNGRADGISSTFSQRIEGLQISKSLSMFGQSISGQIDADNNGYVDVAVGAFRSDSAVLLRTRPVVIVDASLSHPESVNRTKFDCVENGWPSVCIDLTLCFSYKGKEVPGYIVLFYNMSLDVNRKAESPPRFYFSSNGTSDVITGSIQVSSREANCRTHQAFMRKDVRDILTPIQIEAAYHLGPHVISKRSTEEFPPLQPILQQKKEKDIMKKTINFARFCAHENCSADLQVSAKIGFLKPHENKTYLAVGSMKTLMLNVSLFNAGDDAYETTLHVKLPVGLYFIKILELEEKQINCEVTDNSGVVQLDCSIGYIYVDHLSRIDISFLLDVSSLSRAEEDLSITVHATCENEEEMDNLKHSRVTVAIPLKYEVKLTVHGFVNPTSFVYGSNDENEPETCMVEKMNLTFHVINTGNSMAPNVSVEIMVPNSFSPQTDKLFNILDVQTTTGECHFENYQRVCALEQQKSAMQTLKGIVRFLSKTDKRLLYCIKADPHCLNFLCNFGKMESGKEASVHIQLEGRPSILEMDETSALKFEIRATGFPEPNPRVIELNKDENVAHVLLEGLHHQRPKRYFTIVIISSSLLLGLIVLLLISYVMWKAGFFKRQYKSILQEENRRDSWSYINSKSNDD
JMJD2C inh – inhibitors of human GASC-1 (JMJD2C) demethylase | AID 2099 | GST-JMJD2C(1-420) H3K9me3 demethylation, DELFIA europium | inhibition, % at 2.35 µM | actives 0.069% (n = 330,000);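 active means more than half of a compound's replicate wells show inhibition beyond 50%, single wells judged on their own value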;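 further: signal counts dimethyl H3K9 product captured on neutravidin plate; 0% = median of DMSO wells and 100% = 0.3 times that DMSO median; strong numbers were not always called active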
PP5 primary – inhibitors of human protein phosphatase 5 (PP5). P53041. purified PP5c, OMFP substrate fluorescence. inhibition, % at 6.7 µM. actives 0.18% (n = 320,000). AID 1987;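 active means inhibition above the campaign's mean inhibition across all tested compounds plus 3 SD, cut at about 9.5% in these data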;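 further: 0% = DMSO only and 100% = 100 µM cantharidin control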
Fh CTSL1 inh – counter-screen for PFM18AAP inhibitors: inhibitors of F. hepatica cathepsin L1 | inhibition, % at 5.96 µM | actives 0.49% (n = 300,000) | recombinant F. hepatica cathepsin L1, Z-Leu-Arg-MCA fluorescence;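 active means inhibition above the mean of all tested compounds plus 3 SD, set per screening campaign, cut at about 17% in these data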;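 further: 0% = plate median of test compound wells and 100% = 1 µM Z-Phe-Ala-diazomethylketone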
PP1 inh – counter-screen for PP5 inhibitors: inhibitors of human PP1-alpha; purified PP1alpha, OMFP fluorescence; inhibition, % at 6.7 µM; actives 0.9% (n = 320,000);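 active means inhibition above the mean inhibition of all tested compounds plus 3 SD, computed separately for each screening campaign, cut at about 15% in these data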
proCasp3 act – activators of human procaspase-3; actives 0.11% (n = 330,000); activation, % at 8.5 µM; AID 463141; recombinant procaspase-3 D3A, Ac-DEVD-pNA absorbance 405 nm;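 active means activation above the mean of all tested compounds plus 3 SD, cut at about 21% in these data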;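 further: 0% = DMSO alone and 100% = DMSO wells spiked with extra 5 µM PC-3 D3A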
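Test system: Procaspase-3 D3A mutant; medium: Zinc-free HEPES/NaCl buffer with 0.01% Triton X-100 at pH 7.4; reagent: DEVD-pNA substrate; doses: one concentration, 8.5 µM nominal, 0.8% DMSO; times: 1 h preincubation plus 2 h reaction at 25 °C; signal: Epi-absorbance at 405 nm of released p-nitroaniline, 0 and 120 min; replicates: singlicate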
procasp7 counter – counter-screen for procaspase-3 activators: activators of human procaspase-7; actives 0.093% (n = 330,000); recombinant procaspase-7, Ac-DEVD-pNA absorbance 405 nm; D23A/D198A/D206A triple mutant, cannot self-cleave; scale: DMSO 0, 5 µM enzyme 100; P55210; activation, % at 8.5 µM; AID 463210;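 active means percent activation above the screen-wide mean plus 3 SD, cut at about 25% in these data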
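Material: Procaspase-7 triple mutant (PC-7 D3A) | Quantity: 2 µM procaspase-7 mutant as dispensed | Reagent: DEVD-pNA substrate | Times: 1 h preincubation, 2 h reaction | Technique: 405 nm absorbance of p-nitroaniline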
HCV core dimer – blocks dimerization of HCV core protein; TR-FRET GST/Flag-core106 dimerization, 1536-well; inhibition, % at 5 µM; actives 0.33% (n = 300,000);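 active means inhibition above the mean of all tested compounds plus 3 SD, set per screening campaign, cut at about 45% in these data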
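Assay system – GST-tagged and Flag-tagged HCV core protein residues 1-106 · Quantity – core106 proteins, GST 13.5 nM and Flag 17 nM · Benchmarks – unlabelled core106 and no-GST-core106 wells · Read-out basis – percent inhibition of core106 dimerization signal · Detection – time-resolved FRET, ex 340 nm, em 617 and 671 nm · Schedule – 4 h at 22.5 °C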
* marks the source's active call; other numbers are inactive results; nt = not tested or not shown. An unsorted share of the library. About 2.6% of those tested had a hit in this group.

entry	Structure	GRK2 aptamer HTS	VLA-4 inh	JMJD2C inh	PP5 primary	Fh CTSL1 inh
1	CC(C)(C)c1cc(NCCCn2ccnc2)n2ncc(-c3ccc(Cl)cc3)c2n1	2	19	-2	10*	4
2	CCOc1ccc(C(C)NC(=O)c2ccc3c(c2)NC(=O)C(C)S3)cc1OCC (configuration not stated)	2	-32	nt	1.4	nt
3	COc1ccc(N2C(=O)CNC2=S)cc1	1	9	2	1.2	-1
4	COc1cc(/C=N/NC(=O)c2cnccn2)ccc1O	1	0	1	2.6	0
5	Cc1cc(NC(=O)c2cccc(Cl)c2)n[nH]1	0	24	-3	-1.8	-1
6	Cc1ccccc1NC(=O)c1cc(=O)c2ccccc2o1	0	28	9	-0.9	-2
7	O=C(c1ccco1)N1CCN(Cc2ccccc2Br)CC1	0	6	-14	1.6	7
8	CCOC(=O)C1CCN(C(=O)CCc2c(C)nc3ncnn3c2C)CC1	0	9	3	2.1	-2
9	CCN1CCc2c(sc(NC(=O)c3ccc(S(=O)(=O)N4CC(C)OC(C)C4)cc3)c2C(N)=O)C1 (configuration not stated)	0	9	-8	-1.2	0
10	Cc1c(-n2c(CN3C(=O)c4ccccc4C3=O)nc3ccccc3c2=O)c(=O)n(-c2ccccc2)n1C	0	11	-18	4.3	0

entry	PP1 inh	proCasp3 act	procasp7 counter	HCV core dimer
1	38*	6	5	3
2	0	3	11	nt
3	-1	6	-10	-17
4	-3	-14	-2	-7
5	-2	-3	-3	6
6	-1	-3	5	-4
7	2	0	-3	4
8	-6	-2	7	-3
9	9	9	2	-2
10	2	14	6	-8

Next part
entry	Structure	GRK2 aptamer HTS	VLA-4 inh	JMJD2C inh	PP5 primary	Fh CTSL1 inh
11	CCC(c1nnnn1C(C)(C)C)N1CCN(c2cc(Cl)ccc2C)CC1 (configuration not stated)	1	6	-4	-0.1	1
12	COc1cc(C(=O)NNC(=O)c2cc(C)[nH]n2)cc(OC)c1OC	0	-6	0	1.6	-1
13	NC(=O)CC(NC(=O)c1cccc(Br)c1)c1ccc(N2CCCCCC2)c([N+](=O)[O-])c1 (configuration not stated)	0	7	4	1.0	-2
14	CCOc1ccc(CNC(=O)CCC(=O)n2ncc3ccc(Cl)cc32)cc1	0	-9	-3	2.8	-2
15	Cc1cc2ncc(C(=O)Nc3ccsc3C(=O)O)c(C)n2n1	3	-28	0	2.2	-5
16	Cc1ccc(CNS(=O)(=O)N(C)C)cc1	4	-3	0	1.8	-2
17	COc1cc2nc(Cl)nc(N3CCN(C)CC3)c2cc1OC	2	11	1	-0.2	2
18	Cc1ccc(S(=O)(=O)C(C#N)c2nc3ccccc3nc2N2CC(C)OC(C)C2)cc1C (configuration not stated)	1	2	-4	5.7	0
19	COc1cccc(NC(=S)NCc2cccs2)c1	2	9	4	-0.8	5
20	COc1cc2c(cc1OC)/C(=C/c1ccc(Cl)cc1)C(=O)OC2	5	nt	2	1.3	0

entry	PP1 inh	proCasp3 act	procasp7 counter	HCV core dimer
11	4	2	-6	9
12	-3	4	0	-2
13	4	12	1	5
14	-2	-3	7	9
15	2	-5	1	-13
16	-1	4	-5	-3
17	-2	2	3	1
18	2	2	-9	12
19	1	3	3	-5
20	1	6	-2	10

Among those listed so far, eight have a halogen.
entry	Structure	GRK2 aptamer HTS	VLA-4 inh	JMJD2C inh	PP5 primary	Fh CTSL1 inh
1	CC(C)(C)c1cc(NCCCn2ccnc2)n2ncc(-c3ccc(Cl)cc3)c2n1	2	19	-2	10*	4
5	Cc1cc(NC(=O)c2cccc(Cl)c2)n[nH]1	0	24	-3	-1.8	-1
7	O=C(c1ccco1)N1CCN(Cc2ccccc2Br)CC1	0	6	-14	1.6	7
11	CCC(c1nnnn1C(C)(C)C)N1CCN(c2cc(Cl)ccc2C)CC1 (configuration not stated)	1	6	-4	-0.1	1
13	NC(=O)CC(NC(=O)c1cccc(Br)c1)c1ccc(N2CCCCCC2)c([N+](=O)[O-])c1 (configuration not stated)	0	7	4	1.0	-2
14	CCOc1ccc(CNC(=O)CCC(=O)n2ncc3ccc(Cl)cc32)cc1	0	-9	-3	2.8	-2
17	COc1cc2nc(Cl)nc(N3CCN(C)CC3)c2cc1OC	2	11	1	-0.2	2
20	COc1cc2c(cc1OC)/C(=C/c1ccc(Cl)cc1)C(=O)OC2	5	nt	2	1.3	0

entry	PP1 inh	proCasp3 act	procasp7 counter	HCV core dimer
1	38*	6	5	3
5	-2	-3	-3	6
7	2	0	-3	4
11	4	2	-6	9
13	4	12	1	5
14	-2	-3	7	9
17	-2	2	3	1
20	1	6	-2	10

The list goes on:
entry	Structure	GRK2 aptamer HTS	VLA-4 inh	JMJD2C inh	PP5 primary	Fh CTSL1 inh
21	CCCCS(=O)(=O)/C=C\C1C2C=CC(C2)C1S(=O)(=O)CCCC (configuration not stated)	0	1	0	-2.5	-1
22	CN(CCCNC(=O)COc1cc(=O)n(C)c2ccccc12)Cc1ccccc1	0	-18	10	-0.1	4
23	CCCCn1c(N)c(N(CC(C)C)C(=O)C2CCN(C(=O)c3ccc(F)cc3)CC2)c(=O)[nH]c1=O	4	2	10	0.3	4
24	Cc1ccc(C(=O)N2CCN(c3ncccn3)CC2)cc1NC1=NC2CS(=O)(=O)CC2S1 (configuration not stated)	2	-2	36	-1.5	4
25	COc1ccc(C(=O)NC(=S)Nc2ccc([N+](=O)[O-])cc2C)cc1OC	1	-2	-2	0.1	2
26	O=C(N/C(=C/c1cccnc1)C(=O)N1CCOCC1)c1ccccc1Br	2	-7	-5	-0.1	-3
27	CCCN(CCC)C(=O)CC(c1ccccc1)c1ccco1 (configuration not stated)	9	3	-12	3.1	41*
28	O=S(=O)(NC1CCCCCC1)c1cccc(Cl)c1	0	0	0	nt	nt
29	Cc1sc2ncn(CC(=O)OC(C)C(=O)NC(C)(C)C)c(=O)c2c1C (configuration not stated)	1	-2	-5	2.5	0
30	CC1CCC(NC(=O)CN(C)CC(=O)Nc2ccc(F)cc2)CC1 (configuration not stated)	1	4	11	0.4	nt

entry	PP1 inh	proCasp3 act	procasp7 counter	HCV core dimer
21	-7	8	0	3
22	2	1	11	4
23	-5	-3	2	0
24	-1	1	11	-3
25	3	-3	-13	-4
26	-2	2	-4	12
27	-1	-4	-6	11
28	nt	3	2	nt
29	-4	9	-2	-7
30	1	6	-8	nt

Compound profiles, from the list above. Order of values: GRK2 aptamer HTS | VLA-4 inh | JMJD2C inh | PP5 primary | Fh CTSL1 inh | PP1 inh | proCasp3 act | procasp7 counter | HCV core dimer
Record of Cc1ccc(C(=O)N2CCN(c3ncccn3)CC2)cc1NC1=NC2CS(=O)(=O)CC2S1 (configuration not stated) : 2 | -2 | 36 | -1.5 | 4 | -1 | 1 | 11 | -3
Record of CC1CCC(NC(=O)CN(C)CC(=O)Nc2ccc(F)cc2)CC1 (configuration not stated) : 1 | 4 | 11 | 0.4 | nt | 1 | 6 | -8 | nt

The list goes on:
entry	Structure	GRK2 aptamer HTS	VLA-4 inh	JMJD2C inh	PP5 primary	Fh CTSL1 inh
31	COc1ccc(OCC(=O)Nc2ccc3c(c2)nc(CCN2CCC(C)CC2)n3C)cc1	0	0	-4	1.1	1
32	COc1cccc(NC(=O)CSc2nc(=O)n(CCN(C)C)c3c2CCCC3)c1	1	28	-4	-2.1	1
33	CC1CCCN(S(=O)(=O)c2cccc(C(=O)OCC(=O)N(C)Cc3c(F)cccc3Cl)c2)C1 (configuration not stated)	7	8	6	nt	nt
34	CCCC1=NN(C(=O)Cc2ccc(OC)cc2)C(O)(C(F)(F)F)C1 (configuration not stated)	21	13	-2	2.6	0
35	O=C(CSc1ncnc2c1cnn2-c1ccccc1)Nc1ccccc1	0	-6	4	0.2	-1
36	CC(C)(C)c1ccc(C(=O)C2CCCN(C(=O)C3CCOCC3)C2)cc1 (configuration not stated)	1	6	-19	-1.0	1
37	COc1cccc(CN(C)C(=O)c2cc(COc3ccc4ncccc4c3)on2)c1	2	8	-10	1.5	1
38	CC(C)CN1CCN(Cc2cccc3cccnc23)CC1CCO (configuration not stated)	0	7	-24	-1.5	1
39	CCSc1nc2ccccc2c(=O)n1OCC(=O)OC	3	1	8	-1.1	-3
40	N#Cc1ccc(-c2ccc(OCC(=O)NN=Cc3ccncc3)cc2)cc1	0	-11	7	nt	nt

entry	PP1 inh	proCasp3 act	procasp7 counter	HCV core dimer
31	0	-1	3	-4
32	-2	-5	-1	0
33	nt	2	12	nt
34	4	-1	2	4
35	-1	11	1	-5
36	-3	3	13	0
37	-1	-3	-1	2
38	0	-1	-1	0
39	-3	-2	5	0
40	nt	5	5	nt

Next part.
entry	Structure	GRK2 aptamer HTS	VLA-4 inh	JMJD2C inh	PP5 primary	Fh CTSL1 inh
41	C/C(=C\c1ccc(C(=O)O)cc1)c1ccc2c(c1)C(C)(C)CCC2(C)C	1	22	9	-0.7	6
42	COCc1cc(C)nc(N2CCN(Cc3ccccc3)CC2)c1C#N	3	22	0	2.7	-3
43	COc1ccc(C(=O)N/C(=C\c2ccco2)C(=O)OCc2ccco2)cc1	0	-2	-1	-2.1	8
44	O=C(NNC(=O)c1cccnc1)Nc1ccc(Cl)c(Cl)c1	1	5	24	0.0	-2
45	C=CCN1c2ccccc2[C@]23C[C@@H](C(=O)OC)N(C(=O)NC4CCCC4)C2=NC(C(=O)OC)=C(C(=O)OC)[C@H]13	0	2	1	0.8	-1
46	Cc1cc2c3c(c1C)C1(C(=O)N3C(C)(C)CC2C)C(C#N)=C(N)Oc2n[nH]c(C)c21 (configuration not stated)	0	-8	-8	5.7	6
47	COc1cc(/C=C2/C(=O)ON=C2C)cc(Cl)c1O	0	-13	0	-1.1	0
48	COc1ccc(/C(C)=N/OCC(=O)N=Nc2c(O)[nH]c3ccc(Br)cc23)cc1	0	12	3	1.6	-1
49	Cc1ccccc1C(=O)Nc1cccc(N)c1	1	8	-1	1.6	-3
50	CC(C)c1ccc(/C=N/NC(=O)C(=O)NCCCN2CCOCC2)cc1	0	3	-2	2.3	-1

entry	PP1 inh	proCasp3 act	procasp7 counter	HCV core dimer
41	-5	10	-4	6
42	-3	-2	-12	-4
43	2	-3	-1	2
44	0	-4	3	-3
45	-2	5	-5	12
46	-5	1	-5	-1
47	-3	-3	1	-2
48	3	5	-2	6
49	3	-4	2	-3
50	-4	1	-10	-6

Continued.
entry	Structure	GRK2 aptamer HTS	VLA-4 inh	JMJD2C inh	PP5 primary	Fh CTSL1 inh
51	CCN(Cc1ccncc1)S(=O)(=O)c1ccc(C(C)=O)cc1	1	3	-16	-0.9	-2
52	CN(C(=O)C1CCC(=O)N(CCc2ccc(Cl)cc2)C1)C1CCOCC1 (configuration not stated)	0	-14	5	-0.8	1
53	CC(C)N(CCc1ccncc1)C(=S)Nc1cccc(Cl)c1	3	2	2	1.1	-1
54	CCCCNC(=S)NNC(=O)c1ccc(Br)o1	0	0	-5	1.8	-1
55	O=c1cc(-c2ccsc2)oc2cc(-c3ccc4c(c3)OCO4)ccc12	0	7	3	nt	nt

entry	PP1 inh	proCasp3 act	procasp7 counter	HCV core dimer
51	-2	-6	-11	3
52	-2	3	-9	-7
53	-3	0	-3	0
54	-4	-7	12	-3
55	nt	-2	-6	nt
